# RGS4-Gao reg – modulators of RGS4 binding to Galphao, primary screen, biochemical, multiplexed bead flow cytometry; binding response (% of control), % at 10 µM; actives lie on both sides; actives 0.33% (n = 220,000); in the data active = binding response below about 49% or above about 150%; inactive = in between;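 note: fluorescent Galphao activated with aluminum fluoride binding bead-coupled RGS4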
# Target sequence (P09471 whole entry, looked up): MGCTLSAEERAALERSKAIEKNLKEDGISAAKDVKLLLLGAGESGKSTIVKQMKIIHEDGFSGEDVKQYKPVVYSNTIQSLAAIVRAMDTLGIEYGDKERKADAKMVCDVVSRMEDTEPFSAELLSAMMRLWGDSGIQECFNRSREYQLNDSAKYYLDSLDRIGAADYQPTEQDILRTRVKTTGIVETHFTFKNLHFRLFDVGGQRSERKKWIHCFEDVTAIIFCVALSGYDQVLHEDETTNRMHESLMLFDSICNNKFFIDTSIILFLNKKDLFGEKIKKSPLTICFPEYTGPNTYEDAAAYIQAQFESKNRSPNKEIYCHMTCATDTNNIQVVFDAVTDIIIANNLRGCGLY
# Bim-Bcl-B – inhibitors of Bim-Bcl-B binding, primary screen, biochemical, multiplexed, human Bcl-2 family. bead-based flow cytometry, Bim peptide-Bcl-B binding. inhibition, % at 10 µM. Bcl-2-like protein 10 (Homo sapiens), Q9HD36. actives 0.073% (n = 190,000). AID 951, 2007;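 note: 0% = tracer peptide without compound and 100% = reference inhibitor peptide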
# Target sequence (Q9HD36 whole entry, looked up): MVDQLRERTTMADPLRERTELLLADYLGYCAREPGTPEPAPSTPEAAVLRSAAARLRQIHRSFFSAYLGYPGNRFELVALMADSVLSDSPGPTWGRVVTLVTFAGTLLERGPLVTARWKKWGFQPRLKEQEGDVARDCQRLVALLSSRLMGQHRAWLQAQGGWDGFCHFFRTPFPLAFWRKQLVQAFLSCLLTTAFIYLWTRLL
# RGS7-Gao reg – RGS7-Galphao binding modulators, primary screen, biochemical, multiplexed bead flow cytometry | actives lie on both sides | binding response (% of control), % at 10 µM | actives 0.35% (n = 220,000); in the data active = binding response below about 49% or above about 150%; inconclusive = no clear call, values can overlap the other calls; inactive = in between;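 note: fluorescent Galphao held in activated GDP-AlF4 state binding bead-coupled RGS7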
# RGS8-Gao – RGS8-Galphao binding modulators, primary screen, biochemical, multiplexed bead flow cytometry | actives lie on both sides | actives 0.34% (n = 220,000) | AID 1423, 2008 | Guanine nucleotide-binding protein G(o) subunit alpha (Homo sapiens), P09471 | response (percent of control binding), % at 10 µM; in the data active = response below about 60% or above about 140%; inactive = in between;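 note: Galphao activated as the GDP aluminium fluoride complex binding bead-coupled RGS8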
# ABCG2 block – ABCG2 efflux pump inhibitors, primary screen, multiplex with ABCB1, IgMXP3 cells, flow cytometry. Broad substrate specificity ATP-binding cassette transporter ABCG2 (Homo sapiens), Q9UNQ0. JC-1 efflux. inhibition, % at 6.6 µM. actives 0.1% (n = 190,000);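 active = inhibition above 80%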;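 note: 0% = DMSO and 100% = nicardipine control wells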
#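 Assay system – ABCG2 IgMXP3 and barcoded ABCB1 CCRF-Adr cell mix · Input – 3 million cells/mL in well · Reagent – JC-1 fluorescent substrate · Compound – single test compound dose, 6.6 µM final · Timing – 10 min exposure at 25 °C with rotation, no wash · Detection – flow cytometry of retained JC-1 fluorescence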
# Bim-Bcl-2 – inhibitors of Bim-Bcl-2 binding, primary screen, biochemical, multiplexed, human Bcl-2 family; actives 0.06% (n = 190,000); inhibition, % at 10 µM; Apoptosis regulator Bcl-2 (Homo sapiens), P10415; Bead-based flow cytometry, Bim peptide-Bcl-2 binding; in the data active = inhibition above about 40%; inconclusive = no clear call, values can overlap the other calls;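 note: 0% = no compound wells with probe peptide and 100% = reference peptide inhibitor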
# Bim-Bcl-XL – inhibitors of Bim-Bcl-XL binding, primary screen, biochemical, multiplexed, bead flow cytometry, human Bcl-XL | actives 0.04% (n = 190,000) | inhibition, % at 10 µM | AID 1007, 2008 | Bcl-2-like protein 1 (Homo sapiens), Q07817 | Bim peptide-Bcl-XL binding, fluorescence
# Target sequence (Q07817 whole entry, looked up): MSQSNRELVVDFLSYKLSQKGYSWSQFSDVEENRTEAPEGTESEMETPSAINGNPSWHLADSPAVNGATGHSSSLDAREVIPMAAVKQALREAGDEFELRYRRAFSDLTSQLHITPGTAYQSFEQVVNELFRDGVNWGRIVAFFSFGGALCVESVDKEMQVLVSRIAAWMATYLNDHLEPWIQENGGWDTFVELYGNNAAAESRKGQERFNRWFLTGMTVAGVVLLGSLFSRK
# Bim-Bfl-1 – inhibitors of Bim binding to Bfl-1, primary screen, biochemical, multiplexed, bead-based flow cytometry. Bcl-2-related protein A1 (Homo sapiens), Q16548. Bim-Bfl-1 binding inhibition. inhibition, % at 10 µM. actives 0.12% (n = 190,000);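 note: 0% = wells without compound plus tracer and 100% = blocker peptide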
# Bim-Bcl-W – inhibitors of Bim binding to Bcl-W, primary screen, biochemical, multiplexed, bead-based flow cytometry; Bcl-2-like protein 2 (Homo sapiens), Q92843; actives 0.02% (n = 190,000); AID 952, 2007; inhibition, % at 10 µM; Bim peptide-Bcl-W binding;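 note: 0% = bound tracer without compound and 100% = peptide blocker; higher means less fluorescent Bim peptide bound to Bcl-W beads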
# Target sequence (Q92843 whole entry, looked up): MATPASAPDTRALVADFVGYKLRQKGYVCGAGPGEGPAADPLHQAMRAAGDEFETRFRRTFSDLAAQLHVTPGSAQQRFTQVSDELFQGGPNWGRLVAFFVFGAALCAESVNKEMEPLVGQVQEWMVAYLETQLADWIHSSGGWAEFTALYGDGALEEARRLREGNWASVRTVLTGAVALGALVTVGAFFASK
# ABCB1 block – ABCB1 efflux pump inhibitors, primary screen, cell-based, multiplex, flow cytometry, ABCG2 counter-screen. ATP-dependent translocase ABCB1 (Homo sapiens), P08183. CCRF-Adr cells, JC-1 efflux. inhibition, % at 6.6 µM. actives 0.067% (n = 190,000); in the data active = inhibition above about 40%;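 note: 0% = vehicle and 100% = reference inhibitor; higher value means more JC-1 retained so stronger ABCB1 efflux block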
# Bim-Mcl-1 – inhibitors of Bim peptide binding to Mcl-1, primary screen, biochemical, bead-based flow cytometry, multiplex; Induced myeloid leukemia cell differentiation protein Mcl-1 (Homo sapiens), Q07820; Bim peptide-Mcl-1 binding; inhibition, % at 10 µM; actives 0.1% (n = 190,000);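 note: 0% = no compound tracer wells and 100% = peptide blocker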
# An asterisk follows results filed as active; ? = inconclusive. Cut-off read from the data, not from the text of the source, unless noted: active = inhibition above about 40%.
SMILES,RGS4-Gao reg,Bim-Bcl-B,RGS7-Gao reg,RGS8-Gao,ABCG2 block,Bim-Bcl-2,Bim-Bcl-XL,Bim-Bfl-1,Bim-Bcl-W,ABCB1 block,Bim-Mcl-1
Cc1cnc(C(=O)Nc2ccc(N3CCCCC3)cc2)cn1,105.3,0.0,101.3,103.7,5.9,-2.0,1.0,-5.0,0.0,-0.3,-4.0
COc1cc(/C=N/OCC(=O)NC2CCCCC2C)ccc1OCc1ccc(Cl)cc1 (stereo not drawn),101.8,-3.0,100.9,101.5,18.9,-3.0,-3.0,0.0,0.0,1.1,0.0
CCC1=NN(C(=O)Cc2ccccc2)C(O)(c2ccncc2)C1 (stereo not drawn),101.4,-2.0,103.3,104.8,-0.8,-2.0,-3.0,-3.0,0.0,-0.1,0.0
Nc1ccc(C(=O)c2ccccc2C(=O)O)cc1Cl,101.3,0.0,100.8,100.5,-0.2,0.0,0.0,-2.0,0.0,0.5,0.0
O=C(Cc1ccccc1)NCCSCc1ccco1,97.4,-1.0,95.0,97.1,1.9,-2.0,2.0,-5.0,1.0,0.2,2.0
Cc1nc(N[C@@H](Cc2ccccc2)C(=O)O)c2oc3ccccc3c2n1,99.5,-4.0,95.7,96.5,2.3,-1.0,-2.0,0.0,-2.0,0.4,-2.0
O=C(NCc1ccco1)C1(c2ccc(Br)cc2)CCCC1,95.2,-8.0,93.7,95.1,1.2,-3.0,-2.0,-6.0,3.0,0.3,1.0
O=C(c1c[nH]c(=O)n(-c2ccccc2)c1=O)N1CCc2ccccc21,102.7,3.0,99.0,99.1,2.9,-14.0,10.0,-11.0,20.0,0.8,3.0
CC(=O)Nc1ccc(NCN2C(=O)C3C4CCC(C4)C3C2=O)cc1 (stereo not drawn),99.1,0.0,98.6,102.0,1.4,-3.0,-1.0,-4.0,-2.0,0.5,0.0
COc1ccc(NC(=O)c2oc3ccccc3c2NC(=O)C2CC2)cc1,98.8,0.0,96.5,97.6,7.3,-1.0,-1.0,1.0,-1.0,1.2,1.0
O=C(CC1C(=O)N(c2ccc(F)cc2)C(=O)N1Cc1ccccn1)Nc1ccccc1 (stereo not drawn),77.4,-2.0,86.5,82.3,2.8,0.0,-9.0,0.0,-1.0,0.7,0.0
COc1ccc(/C(N)=N/OC(=O)CN(C)S(=O)(=O)c2ccccc2)cc1,101.7,-6.0,105.8,100.3,19.4,-4.0,0.0,-6.0,-1.0,2.2,-1.0
O=C(CSc1nnc(-c2ccccc2)c(-c2ccccc2)n1)NCc1ccco1,97.9,-2.0,97.5,95.6,1.8,-3.0,-6.0,8.0,-4.0,0.3,-4.0
COc1cc(S(=O)(=O)n2ccc(C)n2)c(OC)cc1Cl,98.2,-6.0,101.3,100.9,0.4,-7.0,-2.0,-12.0,-1.0,1.3,-1.0
COc1ccccc1CNC(=O)C(C)NS(=O)(=O)c1ccccc1 (stereo not drawn),99.9,-14.0,108.5,92.9,4.1,-5.0,-4.0,0.0,0.0,1.1,-3.0
O=S(Cc1ccc(Cl)cc1)CC(O)COCc1ccc(Cl)cc1 (stereo not drawn),99.2,-7.0,102.6,100.9,14.6,-9.0,-5.0,-12.0,-3.0,-0.8,-2.0
O=C(COC(=O)CNC(=O)c1ccco1)Nc1ccccc1OC(F)F,101.1,-1.0,104.1,99.7,1.9,0.0,0.0,-1.0,1.0,0.7,0.0
c1ccc(-c2noc(CN3CCc4sccc4C3)n2)cc1,97.6,0.0,?,99.1,0.1,-1.0,-2.0,-3.0,-1.0,0.3,0.0
COc1ccc(OC)c(Cc2nnc(CCC(=O)NC3CCCC3)o2)c1,100.0,-6.0,97.1,100.5,2.0,-2.0,-2.0,-4.0,2.0,0.7,0.0
CCOc1cc(/C=N/NC(=O)Cn2nc([N+](=O)[O-])cc2C)cc(Br)c1OCc1ccccc1C,102.5,-5.0,95.5,102.1,0.5,-8.0,1.0,-11.0,0.0,0.2,-1.0
Cc1cc2cc(CN(Cc3nnnn3C3CCCCC3)CC3CCCO3)c(=O)[nH]c2cc1C (stereo not drawn),100.7,-5.0,101.6,100.0,2.3,-2.0,-2.0,-11.0,1.0,1.1,2.0
COc1ccc(-n2c(CNc3ccc(C)cc3)nnc2SCc2ccccc2)cc1,105.0,-1.0,99.2,96.4,4.2,2.0,-6.0,4.0,2.0,1.0,-7.0
COC(=O)Cc1cc(=O)oc2c(C)c(O)ccc12,101.8,-8.0,100.8,101.9,14.0,-10.0,-1.0,-15.0,-3.0,0.8,-3.0
C/C(=N/NC(=O)c1ccc2c(c1)OCO2)c1ccc(NC(=O)C(F)(F)F)cc1,89.7,-3.0,95.2,96.2,3.8,2.0,-4.0,3.0,-1.0,0.3,0.0
CCCOc1ccc(CNC(=S)NCc2ccc(OC(C)C)cc2)cc1,97.9,-4.0,100.2,101.8,-0.3,-7.0,-7.0,-9.0,-4.0,-0.1,-4.0
COCC1CCCCN1Cc1cn[nH]c1-c1ccc2cc(OC)ccc2c1 (stereo not drawn),99.8,-3.0,96.4,99.0,1.4,-2.0,-4.0,-7.0,-5.0,-2.4,-2.0
COc1ccc(NC(=O)CSc2nncs2)cc1OC,101.8,-6.0,101.5,103.5,-5.5,-4.0,-4.0,-8.0,1.0,-5.3,-1.0
CCOc1ccc(N(CC(=O)Nc2ccc(OC)cc2)S(=O)(=O)c2c(C)[nH]c(=O)[nH]c2=O)cc1,104.4,1.0,104.0,101.7,0.7,3.0,-4.0,2.0,3.0,-0.4,4.0
O=Cc1ccc(O)c(O)c1,84.3,-4.0,82.2,88.2,3.6,4.0,-1.0,1.0,1.0,1.1,-1.0
O=C(Nc1nnc(-c2ccc(Cl)cc2)o1)c1ccccc1Br,100.2,-6.0,97.0,100.8,2.0,-8.0,-6.0,-7.0,-1.0,0.0,3.0
Cc1c(Cl)cccc1-n1nnnc1-c1cccs1,100.8,-3.0,100.8,101.3,5.0,-1.0,-3.0,-10.0,-4.0,0.3,0.0
COc1ccccc1NS(=O)(=O)c1cccc(C(=O)N/N=C/c2ccc(NC(C)=O)cc2)c1,101.3,0.0,?,101.4,-1.3,-2.0,-1.0,-1.0,0.0,-0.4,3.0
CCc1c(O)nc(N2CCN(Cc3ccccc3)CC2)[nH]c1=O,101.8,-3.0,101.4,99.0,-1.0,-1.0,0.0,0.0,1.0,0.0,0.0
O=C(Nc1ccccc1)OCCN1CCN(Cc2ccccc2)CCC1=O,100.7,-7.0,97.0,105.0,3.1,2.0,-4.0,0.0,-1.0,0.7,-2.0
CCCCNc1ncnc2c1cnn2-c1ccc(Cl)cc1,104.6,-7.0,104.1,104.1,4.7,-2.0,-2.0,-9.0,-2.0,0.6,-1.0
CCOC(=O)c1cccc(NC(=S)N2CCN(c3ncc4c(=O)c(C(=O)O)cn(CC)c4n3)CC2)c1,103.0,-3.0,100.6,106.2,0.1,-2.0,0.0,-8.0,1.0,-0.5,0.0

# Sorted by value in RGS8-Gao (rising): three of the compounds above
mol	RGS4-Gao reg	Bim-Bcl-B	RGS7-Gao reg	RGS8-Gao	ABCG2 block	Bim-Bcl-XL	Bim-Bfl-1	Bim-Bcl-W	Bim-Mcl-1
Cc1cc2cc(CN(Cc3nnnn3C3CCCCC3)CC3CCCO3)c(=O)[nH]c2cc1C (stereo not drawn)	100.7	-5.0	101.6	100.0	2.3	-2.0	-11.0	1.0	2.0
COc1ccc(OC)c(Cc2nnc(CCC(=O)NC3CCCC3)o2)c1	100.0	-6.0	97.1	100.5	2.0	-2.0	-4.0	2.0	0.0
CCOc1cc(/C=N/NC(=O)Cn2nc([N+](=O)[O-])cc2C)cc(Br)c1OCc1ccccc1C	102.5	-5.0	95.5	102.1	0.5	1.0	-11.0	0.0	-1.0

# Later entries.
SMILES,RGS4-Gao reg,Bim-Bcl-B,RGS7-Gao reg,RGS8-Gao,ABCG2 block,Bim-Bcl-2,Bim-Bcl-XL,Bim-Bfl-1,Bim-Bcl-W,ABCB1 block,Bim-Mcl-1
O=C(CCCCCn1c(=S)[nH]c2ccc(N3CCOCC3)cc2c1=O)NCc1ccccc1Cl,104.1,-43.0,103.5,107.0,0.8,-1.0,1.0,1.0,4.0,-0.2,2.0
C/C(CC(=O)Nc1cc(Cl)ccc1Cl)=N\NC(=O)c1ccccc1Br,102.2,-2.0,92.0,99.2,2.4,-1.0,-2.0,1.0,-2.0,3.2,-1.0
CCOC(=O)C(C)n1cnc2c(nnn2Cc2ccc(Cl)cc2)c1=O (stereo not drawn),101.7,-8.0,102.0,103.1,2.7,-6.0,6.0,-8.0,2.0,-0.1,0.0
O=c1[nH]c(CSc2ccccn2)nc2ccccc12,98.2,-1.0,96.6,97.4,8.9,-4.0,-2.0,-5.0,-1.0,0.4,-1.0
CN=c1scc(-c2ccc(F)cc2)n1/N=C/c1ccc(O)c(O)c1,86.5,0.0,86.8,98.0,-0.7,3.0,-2.0,5.0,0.0,-0.5,0.0
O=C(COC(=O)c1cc([N+](=O)[O-])ccc1NCc1ccccc1)NC1CCCc2ccccc21 (stereo not drawn),99.0,-6.0,101.3,99.9,26.1,-5.0,-7.0,-18.0,0.0,2.6,-2.0
Cc1ccc(-c2nnc3ccc(SCC(=O)N4CCc5ccccc54)nn23)cc1,96.4,-7.0,95.5,98.5,4.1,-8.0,-1.0,-11.0,1.0,2.1,0.0
O=C(OCC(=O)N1CCOCC1)c1ccc[nH]c1=O,101.6,5.0,107.7,100.4,4.3,0.0,7.0,0.0,3.0,0.7,27.0
CCCCNC(=O)COC(=O)c1cc(S(=O)(=O)N2CCCCCC2)ccc1OC,82.0,0.0,75.5,85.5,7.0,6.0,-3.0,0.0,3.0,1.3,-1.0
Cc1ccc(CN2CCNC2=O)cc1,99.4,-8.0,98.5,100.5,0.8,-5.0,-3.0,-13.0,1.0,0.2,1.0
CCCCn1c(=O)[nH]c(=O)c2c(C(=O)OCC)cc(-c3ccc(OC(F)F)cc3)nc21,104.8,-3.0,103.5,102.2,19.4,-1.0,-3.0,-6.0,-4.0,0.9,-1.0
O=C(CCC(=O)Nc1ccccc1)N/N=C/C=C/c1ccccc1,98.0,-11.0,101.7,104.6,4.7,-6.0,-9.0,-3.0,-6.0,0.3,-9.0
O=C(NCCO)c1ccccc1O,92.5,-7.0,99.1,94.8,1.6,-6.0,-1.0,-12.0,3.0,0.3,2.0
